High-throughput results (PubChem BioAssay)
APJ agonist – APJ receptor agonism; 0.11% of 330,000 active; AID 2520; CHO-K1 APJ PathHunter beta-arrestin, luminescence; 0% DMSO wells, 100% apelin; activation, % at 20 µM;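 active means activation more than six SD over the plate average, tested at 20 µM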;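 further: 0% = DMSO alone and 100% = apelin-13 at 10 nM; some results filed as inactive read as strong as hits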
Target sequence (P35414 whole entry, looked up): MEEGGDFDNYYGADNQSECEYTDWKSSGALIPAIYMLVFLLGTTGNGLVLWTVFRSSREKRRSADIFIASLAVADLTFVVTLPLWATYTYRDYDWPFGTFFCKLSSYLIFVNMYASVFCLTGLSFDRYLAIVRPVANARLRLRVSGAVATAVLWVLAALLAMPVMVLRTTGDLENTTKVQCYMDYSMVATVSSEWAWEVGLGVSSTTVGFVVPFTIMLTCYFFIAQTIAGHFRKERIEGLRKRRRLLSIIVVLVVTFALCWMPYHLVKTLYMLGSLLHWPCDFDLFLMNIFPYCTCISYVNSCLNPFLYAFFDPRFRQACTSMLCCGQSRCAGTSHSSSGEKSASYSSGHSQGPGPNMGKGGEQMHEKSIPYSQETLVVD
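Test system: CHO-K1 APJ beta-arrestin complementation cell line | Compound: Single test compound dose, 20 µM final, 1% DMSO | Incubation: Compound 90 min 25 °C, reagent 1 h | Measured by: beta-gal luminescence | Read-out basis: APJ–arrestin association signal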
tim23-1 inh – growth inhibitors of tim23-1 mutant yeast; inhibition, % at 20 µM; S. cerevisiae tim23-1 growth, BacTiter-Glo luminescence, 24 h; 1.3% of 330,000 active; AID 463212;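 active means growth inhibition of the mutant yeast at or above 50%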;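 further: temperature-sensitive mutant grown at 25 °C; plate controls were DMSO-treated mutant yeast for no effect and medium wells lacking yeast for full effect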
UPR CHOP act – apoptotic UPR (CHOP) activation. CHO-CHOP luciferase reporter, luminescence; percent of tunicamycin response over DMSO baseline. activation, % at 10 µM. 0.34% of 330,000 active;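 active means at 10 µM dose, activation of 40% or more, normalized to positive control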;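 further: 100% = tunicamycin at 10 µg/mL and 0% = DMSO alone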
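Test system: CHO CHOP reporter cells. Input: 500 CHO-CHOP cells per well. Medium: F12 with 10% FBS. Technique: luciferase luminescence. Measure: percent activation relative to tunicamycin control. Dosing: 10 µM compound, 0.5% DMSO. Timing: 16-18 h cell attachment, then 6 h compound exposure, 37 °C.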
tim10-1 inh – growth inhibitors of tim10-1 mutant yeast | S. cerevisiae tim10-1 ts strain growth, BacTiter-Glo, 24 h | inhibition, % at 20 µM | 2.2% of 330,000 active | AID 463190;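 active means inhibition of at least 40%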;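 further: mutant grown at 25 °C; 0% = DMSO wells with yeast and 100% = wells holding no yeast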
UPR XBP1 act – adaptive UPR (XBP1) activation. CHO-XBP1 luciferase reporter, IRE1-XBP1 UPR activation, luminescence; percent of tunicamycin response, DMSO as zero. activation, % at 20 µM. 0.33% of 330,000 active;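 active means versus positive control, 20 µM dose yields 30% or more activation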;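 further: 100% = tunicamycin at 10 µg/mL and 0% = DMSO only wells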
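Test system: CHO-XBP1 luciferase reporter cells | Buffer or medium: Serum-containing F12 medium, 10% FBS | Schedule: 6 h compound exposure at 37 °C, 5% CO2 | Detection: Steady-Glo luciferase glow luminescence, 10 min after reagent addition | Read-out basis: Activation, % of tunicamycin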
APJ antag – APJ receptor antagonism | 0.32% of 330,000 active | inhibition, % at 20 µM | CHO-K1 APJ beta-arrestin complementation, luminescence | AID 2521 | P35414;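 active means inhibition above about 40% at 20 µM, limit read from the data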;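 further: cells challenged with 10 nM apelin-13 agonist together with compound; plate controls were apelin-13 plus DMSO wells for no effect and DMSO wells lacking apelin-13 for full effect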
CXCR6 block – blocks human CXCR6 beta-arrestin recruitment; CHO-K1 PathHunter CXCR6 beta-arrestin, luminescence; inhibition, % at 20 µM; 0.36% of 360,000 active; in the data active means inhibition above about 34%, passing the limit was not always enough;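 further: antagonist mode with CXCL16 agonist at 10 nM final; 0% = 10 nM CXCL16 with DMSO and 100% = unstimulated wells without agonist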
Target sequence (O00574 whole entry, looked up): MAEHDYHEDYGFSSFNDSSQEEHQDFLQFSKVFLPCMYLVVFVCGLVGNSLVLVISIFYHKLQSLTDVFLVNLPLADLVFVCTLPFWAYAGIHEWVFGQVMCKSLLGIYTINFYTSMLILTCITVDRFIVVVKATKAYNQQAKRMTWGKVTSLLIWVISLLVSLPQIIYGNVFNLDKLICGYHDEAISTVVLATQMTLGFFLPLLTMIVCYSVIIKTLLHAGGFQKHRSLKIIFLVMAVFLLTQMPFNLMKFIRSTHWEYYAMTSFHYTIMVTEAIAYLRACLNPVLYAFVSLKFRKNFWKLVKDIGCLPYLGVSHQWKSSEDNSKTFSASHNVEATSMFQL
TIM10 inh – TIM10 yeast growth inhibition; S. cerevisiae TIM10 strain growth, BacTiter-Glo luminescence, 24 h; inhibition, % at 10 µM; 1.4% of 330,000 active;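 active means inhibition of 40% or more at the single tested concentration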;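 further: wild-type TIM10 isogenic control strain grown at permissive 25 °C; 0% = DMSO yeast wells and 100% = minimal medium wells without yeast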
Mdm2 MdmX PPI – disrupts the human Mdm2-MdmX interaction; O15151+Q00987; inhibition, % at 8 µM; 3% of 330,000 active; SaOS-2 split-luciferase Mdm2/MdmX complementation, luminescence;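 active means inhibition of at least 50% at 8 µM in the primary screen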
Numbers without * were called inactive; . = no result given. A portion of the library, so the mix of outcomes need not match the whole.

Values run as follows: tim23-1 inh | APJ agonist | tim10-1 inh | UPR XBP1 act | UPR CHOP act | TIM10 inh | APJ antag | CXCR6 block | Mdm2 MdmX PPI
1	COc1cc2ccccc2cc1C(=O)NCCCN1CCOCC1
 : 5.3 | -3.9 | 0.7 | 0.0 | -2.1 | -6.0 | 16.0 | -0.2 | 5.3
2	CCOC(=O)c1cc2c(ccn2C)n1CC(=O)Nc1ccc(F)cc1
 : -0.5 | -3.5 | 5.9 | 2.2 | 0.5 | 16.8 | -7.5 | 1.4 | 26.6
3	CC(=O)N1c2ccc(S(=O)(=O)NCC3CCC(C(=O)N4CC(C)CC(C)C4)CC3)cc2CC1C (stereo unspecified)
 : -2.6 | 0.7 | -1.0 | -3.9 | -2.0 | 0.6 | -7.0 | -7.3 | 33.3
4	CNC(=S)N(Cc1ccco1)Cc1cc2cc3c(cc2[nH]c1=O)OCCO3
 : 13.4 | -1.5 | 7.2 | 0.2 | 4.3 | 17.4 | -3.6 | 2.1 | -6.0
5	Cn1c(SCc2nnc(-c3ccccc3Br)o2)nc2sc3c(c2c1=O)CCC3
 : 13.6 | 0.1 | 34.0 | -1.0 | -0.4 | 23.5 | 8.2 | 4.9 | 14.5
6	CCC1(CC)NC(=O)N(CC(=O)Nc2sc3c(c2C(N)=O)CCC3)C1=O
 : 1.5 | -15.0 | 8.8 | -3.1 | -2.6 | 15.3 | 31.3 | 2.2 | 20.4
7	CN1CCCN(C(=O)C2CCCCC2)CC1
 : -4.4 | -4.3 | 15.1 | 0.7 | -0.4 | -1.6 | 14.5 | -7.7 | 3.5
8	Cc1sc2ncn(CC(=O)N3CCCCC3)c(=O)c2c1S(=O)(=O)N1CCC(C)CC1
 : 17.1 | 0.0 | 25.3 | -1.6 | -1.0 | -12.8 | 9.3 | -1.0 | -1.8
9	CCCCCCN(C(=O)CCCCCN1C(=O)NC(c2ccc(-c3ccccc3)cc2)C(C(=O)OCc2ccccc2)=C1C)C(C(=O)NCCCC)c1cccc(C(=O)OC)c1 (stereo unspecified)
 : 8.1 | -3.8 | 10.9 | -0.6 | 1.8 | 10.8 | -2.7 | . | 2.3
10	Clc1ccc(Cc2nc(-c3ccncc3)no2)cc1
 : -10.9 | -5.1 | 22.2 | 1.0 | -1.3 | 1.1 | 2.1 | -6.1 | 12.9
11	O=C(CSc1nc2ccccc2c(=O)n1-c1ccc(F)cc1)NCc1ccco1
 : 19.0 | -3.3 | 21.5 | -2.4 | -1.1 | 13.9 | -17.4 | 7.9 | -8.9
12	COc1cc(C(=O)Oc2cccc(Nc3ncnc4ccccc34)c2)cc(OC)c1OC
 : 14.3 | 7.4 | 21.1 | 1.7 | 0.1 | -0.3 | -36.8 | -2.6 | 29.3
13	c1cncc(C(c2nnnn2C2CCCCC2)N2CCN3CCCC3C2)c1 (stereo unspecified)
 : -5.8 | -1.0 | 6.8 | -3.7 | -0.5 | 3.9 | -14.9 | 2.6 | -20.0
14	CCC(CC)NC(=O)Nc1ccccc1C(F)(F)F
 : 4.5 | -1.0 | 6.9 | -3.1 | 0.9 | -16.4 | 0.4 | 4.5 | -22.1
15	COc1ccc(Oc2nc(-c3ccccc3)ncc2C(=O)O)cc1
 : 12.1 | -3.0 | -5.4 | 0.1 | -1.1 | 4.0 | 0.4 | 0.6 | 9.1
16	O=C1N=C(N2CCCCC2)S/C1=C\c1ccncc1
 : 17.7 | 1.1 | 12.8 | 3.8 | 0.7 | 9.8 | 0.7 | -1.8 | 1.3
17	CCCCCC(=O)Nc1ccc(-c2nnc3n2CCCCC3)cc1
 : 1.0 | -3.4 | -4.8 | -4.7 | 1.1 | 2.5 | 1.8 | 5.4 | 21.9
18	COc1ccccc1N1CCN(C(=O)c2ccc(S(=O)(=O)N3CCCC3)cc2)CC1
 : 13.8 | -1.0 | 7.2 | 0.7 | -1.9 | 7.7 | 5.2 | 10.1 | 10.7
19	COc1cc(C)c(Cl)cc1S(=O)(=O)n1cnc(C)c1
 : 19.9 | 0.5 | 19.0 | -2.8 | 2.2 | 2.0 | -6.7 | 2.8 | -2.0
20	Cc1ccccc1NC(=O)CN1C(=O)c2cccnc2Oc2ccc(Cl)cc21
 : 15.8 | -1.4 | 4.1 | -3.1 | 2.6 | 4.1 | 12.6 | 3.0 | 11.3
21	COc1ccc(NC(=O)CC2C(=O)N(c3ccc(OC)cc3)C(=S)N2NC(=O)c2cccc(F)c2)cc1 (stereo unspecified)
 : -26.0 | -1.1 | 19.1 | -2.7 | 1.4 | -25.1 | 1.7 | -4.4 | -44.1
22	Cc1csc(SCC(=O)Nc2cc(S(=O)(=O)N(C)C)ccc2C)n1
 : 22.2 | -5.5 | 5.6 | 0.2 | -0.2 | 4.3 | 4.1 | -0.6 | 4.4
23	O=C1CN(C(=O)CSc2nc(-c3ccccc3)cs2)c2ccccc2N1
 : 19.5 | -1.3 | 28.3 | -1.5 | -1.3 | 9.9 | 6.0 | 5.2 | 35.5
24	CCC(=O)N1CCN(c2ccc(NC(=O)c3cc4ccccc4o3)cc2)CC1
 : 16.6 | 2.4 | -30.2 | -1.4 | 1.2 | 18.1 | 5.2 | 0.6 | 10.6
25	CC(=O)c1c(C)nc2nonc2c1N
 : 4.0 | 0.6 | -4.4 | 0.2 | -0.9 | -2.7 | 11.2 | -2.7 | 16.0
26	CC[C@]12c3[nH]c4cc(CCC(=O)N(C)C)ccc4c3CCN1C(=O)[C@@H](CC(=O)NCCC1=CCCCC1)C[C@@H]2C(=O)N1CCN(C(=O)C2CC2)CC1
 : 20.3 | . | -3.6 | 1.2 | 0.5 | -4.0 | . | -7.3 | 22.6
27	COc1ccc(CCNC(=O)C2CCN(S(C)(=O)=O)CC2)cc1OC
 : 11.8 | -1.1 | -1.0 | 1.4 | -0.1 | 1.6 | -1.4 | -1.5 | 4.2
28	COC(=O)c1c(C)[nH]c(C(=O)CC#N)c1C
 : 17.5 | -2.8 | 7.8 | -0.8 | 0.0 | 5.4 | 8.5 | -4.1 | 17.7
29	CCn1ccnc1C(O)(c1ccccc1)c1ccccc1
 : 11.2 | -1.2 | -2.8 | -4.1 | 1.6 | -10.6 | 9.7 | -15.0 | 13.7
30	CN1C(=O)CC(NNC(=O)c2ccc(Cl)cc2)C1=O (stereo unspecified)
 : 11.7 | -2.4 | 6.6 | -0.8 | -2.1 | -3.3 | 12.7 | -3.7 | 16.9
31	COc1ccccc1CNC(=O)C(C)NS(=O)(=O)c1ccc(Br)cc1 (stereo unspecified)
 : 5.8 | -2.5 | 1.1 | -1.7 | 1.5 | -17.8 | 7.4 | 7.3 | 6.5
32	CC[C@]12c3[nH]c4ccc(Cl)cc4c3CCN1C(=O)[C@@H](CC(=O)NCc1ccco1)C[C@@H]2C(=O)N1CCN(C(=O)C2CC2)CC1
 : 11.5 | . | 6.7 | 0.4 | 5.3 | -0.4 | . | 4.2 | -6.4
33	COC(=O)c1ccc(CN(c2ccccc2OC)S(=O)(=O)c2cccs2)o1
 : 22.1 | 1.2 | 23.8 | -1.1 | -1.3 | 15.6 | -3.6 | -0.4 | 10.4
34	OCCNC(=S)NCCc1ccccc1
 : 8.0 | -3.5 | 11.1 | -1.8 | -1.0 | -0.3 | 5.3 | 1.6 | -20.1
35	COc1ccc([C@H]2[C@H]3C=CC[C@@H](C)[C@@H]3C(=O)N2Cc2ccccc2)cc1Cl
 : 38.3 | -7.2 | 42.3* | -4.1 | -0.4 | 30.5 | 7.5 | 11.2 | 33.5
36	CCC(=O)Nc1nc(-c2ccccc2)nc(SC)c1C(C)=O
 : 18.0 | -4.0 | 1.0 | -1.6 | 2.3 | 8.1 | -6.2 | -1.3 | 3.7
37	Fc1ccc(NC(=S)NCc2ccc3c(c2)OCO3)cc1
 : 16.6 | -2.6 | 31.0 | -0.7 | 0.3 | 21.8 | 5.3 | -5.3 | -3.2
38	CC1(C)CC(=O)C2=C(C1)Nc1ncnn1C2c1cccs1 (stereo unspecified)
 : -14.8 | -3.5 | 9.3 | 1.6 | 1.1 | -5.0 | 18.5 | -2.3 | -15.3
39	Cc1ccc(S(=O)(=O)N2CCC(C(=O)Nc3ccc(S(=O)(=O)N4CCCC4)cc3)CC2)cc1C
 : 3.0 | 3.4 | 6.9 | -0.9 | 2.4 | 14.0 | 7.3 | -11.2 | 16.5
40	CN(C)/C=N/c1c(C#N)cnn1-c1nc2ccccc2s1
 : -7.3 | -1.0 | -7.5 | -3.4 | 2.6 | 2.4 | 14.6 | -9.5 | 4.7
41	Cc1ccc(NC(=O)CCC(=O)OCCCC(F)(F)C(F)(F)F)cc1
 : 29.7 | 6.8 | 17.3 | 2.1 | -2.6 | 18.0 | 14.5 | 2.5 | -16.9
42	O=C(Cn1cnc2c(nnn2-c2ccc(F)cc2)c1=O)NCC1CCCO1 (stereo unspecified)
 : 10.7 | -4.8 | 24.1 | -1.9 | -1.1 | 15.9 | 4.1 | -5.5 | -30.4
43	COc1ccc(OC)c(-c2csc(NC(=O)COC(=O)C3CCC3)n2)c1
 : 19.0 | -3.3 | 14.3 | -1.0 | 1.2 | 1.9 | -7.3 | -0.3 | -19.0
